Compound activity as filed in PubChem BioAssay.
L3MBTL1 inh: blocks human L3MBTL1; 0.66% of 230,000 active; Potency, µM (highest dose often 57.1 µM), for inactives: at the top dose activity, negative = inhibition, usual class: inhibitors; AlphaScreen L3MBTL1–H3K9me1 peptide binding; Q9Y468; active means well fitted inhibition curve with a large enough effect; inconclusive means small, poorly fitted or top-dose-only effect; inactive means no such curve, though single readings can be large or run the other way; further: nearly all actives have a fitted effect of over 60% in size
Target sequence (Q9Y468 whole entry, looked up): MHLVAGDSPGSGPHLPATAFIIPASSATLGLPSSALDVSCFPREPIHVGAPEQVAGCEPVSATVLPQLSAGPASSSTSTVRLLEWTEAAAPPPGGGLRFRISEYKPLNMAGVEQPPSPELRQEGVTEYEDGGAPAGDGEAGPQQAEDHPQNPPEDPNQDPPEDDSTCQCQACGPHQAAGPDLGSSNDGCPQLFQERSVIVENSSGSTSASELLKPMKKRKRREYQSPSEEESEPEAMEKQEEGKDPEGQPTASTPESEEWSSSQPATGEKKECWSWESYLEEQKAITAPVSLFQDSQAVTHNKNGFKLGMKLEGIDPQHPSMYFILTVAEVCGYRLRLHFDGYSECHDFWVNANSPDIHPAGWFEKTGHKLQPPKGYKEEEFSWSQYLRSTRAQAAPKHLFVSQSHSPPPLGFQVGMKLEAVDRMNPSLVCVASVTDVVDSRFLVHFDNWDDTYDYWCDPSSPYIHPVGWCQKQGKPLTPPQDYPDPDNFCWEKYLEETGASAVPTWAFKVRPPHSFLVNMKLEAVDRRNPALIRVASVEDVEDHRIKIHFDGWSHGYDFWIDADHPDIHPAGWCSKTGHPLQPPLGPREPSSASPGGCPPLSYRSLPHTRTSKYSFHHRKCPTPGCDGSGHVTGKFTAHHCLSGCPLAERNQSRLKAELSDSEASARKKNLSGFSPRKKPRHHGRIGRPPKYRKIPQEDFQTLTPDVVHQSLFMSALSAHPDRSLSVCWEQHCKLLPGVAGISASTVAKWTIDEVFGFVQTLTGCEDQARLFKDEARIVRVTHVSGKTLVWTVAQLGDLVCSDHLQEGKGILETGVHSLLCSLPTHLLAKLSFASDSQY
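L3MBTL1 50 nM + b-AHA-H3(1-15)K9me1 75 nM, 30 min RT; compound added, 30 min RT; streptavidin donor/Ni-chelate acceptor beads 10 ug/mL each final, 30 min RT dark; AlphaScreen read.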
Active calls of the source: *; ? = inconclusive; [ ] = remark or other dose. On the % scale 0 is the no-effect control and ±100 the full control effect; potency means the concentration at half of the fitted maximal effect. The list is partial. The share of hits here may be higher or lower than overall.

Start of the data: the first six entries as a preview:
SMILES	L3MBTL1 inh
CCN(CC(=O)Nc1c(F)cccc1F)C(=O)Cc1ccc(S(=O)(=O)N2CCOCC2)s1	11%
Cc1ccc(S(=O)(=O)N2CCCCC2)cc1C(=O)NC1CC(C)(C)NC(C)(C)C1	3%
CC1CN(S(=O)(=O)c2cccc(C(=O)NNC(=O)C(C)Oc3ccccc3F)c2)CC(C)O1 (stereo unspecified)	4%
CCCn1nnnc1NCc1cccc(OC)c1OC	12%
CC1CCCN(S(=O)(=O)c2ccc(NC(=O)[C@@H]3CCCN3C(=O)c3cccs3)cc2)C1 (stereo partly specified)	-8%
Clc1cccc(CNCCCSc2ncccn2)c1	0%

All compounds of this part, repeating the preview:
SMILES	L3MBTL1 inh
CCN(CC(=O)Nc1c(F)cccc1F)C(=O)Cc1ccc(S(=O)(=O)N2CCOCC2)s1	11%
Cc1ccc(S(=O)(=O)N2CCCCC2)cc1C(=O)NC1CC(C)(C)NC(C)(C)C1	3%
CC1CN(S(=O)(=O)c2cccc(C(=O)NNC(=O)C(C)Oc3ccccc3F)c2)CC(C)O1 (stereo unspecified)	4%
CCCn1nnnc1NCc1cccc(OC)c1OC	12%
CC1CCCN(S(=O)(=O)c2ccc(NC(=O)[C@@H]3CCCN3C(=O)c3cccs3)cc2)C1 (stereo partly specified)	-8%
Clc1cccc(CNCCCSc2ncccn2)c1	0%
CCN(C(=O)COC(=O)c1ccccc1O)c1nc2ccccc2s1	-2%
CSCCC(NC(=O)c1ccc([N+](=O)[O-])cc1Cl)C(=O)OC(C)C(=O)NCc1ccco1 (stereo unspecified)	10%
COc1ccc(-c2cn(CC3CCCCC3)nn2)cc1	2%
C[C@H](CO)N1C[C@H](C)[C@@H](CN(C)C(=O)Nc2ccccc2)Oc2c(cccc2N(C)C)C1=O	-1%
COCCN(C(=O)COC(=O)C1(c2ccccc2)CC1)c1c(N)n(CC(C)C)c(=O)[nH]c1=O	8%
CCN(C[C@H]1N[C@@](C)(C(=O)OC)[C@H]2C(=O)N(C)C(=O)[C@@H]12)S(=O)(=O)c1ccc(C)cc1	3%
Cc1nnc(SCC(=O)Nc2cccc(S(=O)(=O)N3CCCCC3)c2)s1	-1%
CC(=O)[C@H]1CCC2C3CC=C4C[C@@H](O)CC[C@]4(C)C3CC[C@@]21C (stereo partly specified)	-1%
COc1ccc(S(=O)(=O)N2CCN(CCOc3ccccc3Cl)CC2)cc1OC	-5%
O=C1CN(C(=O)COC(=O)c2ccc([N+](=O)[O-])o2)c2ccccc2N1	-24%
O=C(Cc1n[nH]c(=O)c2ccccc12)Nc1cc(Cl)ccc1-n1cncn1	-1%
COc1ccc(CN2CCCC(N3CCc4ccccc4C3)C2)c(O)c1 (stereo unspecified)	-2%
O=C(CN1C(=O)c2ccc([N+](=O)[O-])cc2C1=O)Nc1ccccc1N1CCCC1	-1%
COC(=O)c1ccccc1S(=O)(=O)N1CCC(C(=O)NC2CCCCC2)CC1	2%
CC1CCCC(C)N1C(=O)COC(=O)CSc1ccc([N+](=O)[O-])cc1 (stereo unspecified)	-4%
COc1ccc(N(C)S(=O)(=O)c2cccc(C(=O)NCC(c3cccs3)N(C)C)c2)cc1 (stereo unspecified)	-4%
CCOC(=O)C1CCCN(S(=O)(=O)c2ccc3c4c(cccc24)C(=O)N3CC)C1 (stereo unspecified)	39%[activator]
CCN(CC(=O)Nc1ccc(NC(C)=O)cc1)C(=O)/C=C/c1ccco1	-17%
COc1cc(C2CC(=O)Oc3cc(OC)c(OC)c(OC)c32)cc(OC)c1OC (stereo unspecified)	2%

Sorted by the number under L3MBTL1 inh (high to low): 3 from the list above
SMILES	L3MBTL1 inh
COc1ccc(-c2cn(CC3CCCCC3)nn2)cc1	2%
C[C@H](CO)N1C[C@H](C)[C@@H](CN(C)C(=O)Nc2ccccc2)Oc2c(cccc2N(C)C)C1=O	-1%
CC1CCCC(C)N1C(=O)COC(=O)CSc1ccc([N+](=O)[O-])cc1 (stereo unspecified)	-4%

More records follow.
SMILES	L3MBTL1 inh
COc1ccccc1N1CCN(C(=O)c2ccc(-c3ccc(Cl)cc3)o2)CC1	?
CN(C(=O)CNc1ccccc1Cl)C1CCS(=O)(=O)C1 (stereo unspecified)	0%
Cc1ccc(S(=O)(=O)N2CCCCC2)cc1NC(=O)c1cc2ccccc2o1	-4%
O=C(COc1cccnc1[N+](=O)[O-])Nc1cc(Cl)ccc1Cl	3%
CCOC(=O)[C@H]1[C@H]2COc3ccccc3[C@@H]2N2C(=O)CNC(=O)[C@@]12C	-1%
O=C(NCCC(=O)N1CCN(c2ccccc2F)CC1)c1ccco1	-3%
O=S(=O)(Nc1ccccc1OC(F)F)c1ccc(S(=O)(=O)N2CCCC2)cc1	1%
O=C(CCC(=O)N1CCOc2ccc(Cl)cc21)NCCCN1CCN(c2ccccc2F)CC1	3%
O=S(=O)(Nc1cccc(-c2ccc3nncn3n2)c1)c1cccc(F)c1	11%
COc1ccc(C)cc1NC(=O)c1ccc(OCc2c(C)noc2C)cc1	2%
O=C(c1cc2ccccc2o1)N(Cc1nnc(-c2ccccc2Cl)o1)C1CC1	5%
O=c1cc(-c2ccccc2)cc(-c2ccccc2)n1CCO	-1%
O=C(CSC1=NS(=O)(=O)c2cc(Cl)ccc2N1)c1ccc(Cl)cc1	-5%
CC[C@H](C)[C@@H](C(=O)NCCCCCCCCCCC(=O)N1CCN(C(=O)OC(C)(C)C)CC1)n1cc(CCCCCNC(=O)OC(C)(C)C)nn1	4%
Cc1cc(C)c(S(=O)(=O)N2CC=C(c3ccccc3)CC2)c(C)c1	35%[activator]
O=C1[C@H]2[C@@H](c3ccc(F)cc3)N3C(=O)N(c4cccc(F)c4)C(=O)[C@@]3(Cc3ccccc3)[C@H]2C(=O)N1C1CCCCC1	-1%
CN(C(=O)c1cccc(S(=O)(=O)N2CCCC2)c1)C1CCCCC1	-8%
O=C(NCC(c1ccco1)N1CCN(c2ccccc2)CC1)C(=O)NC1CCCCC1 (stereo unspecified)	4%
CCOC(=O)C1CCCN(CCc2ccccc2)C1 (stereo unspecified)	3%
C1=C[C@@H]2CCN(Cc3ccccc3)Cc3cccc(c32)C1	-4%
O=C(COc1coc(CN2CCc3ccccc3C2)cc1=O)Nc1cccc(Cl)c1	-11%
COc1ccccc1NS(=O)(=O)c1cccc(NS(=O)(=O)c2ccc(Cl)c(C(=O)O)c2)c1	-1%
Cc1cccc(C(=O)Nc2cc(Cl)ccc2-n2cncn2)c1[N+](=O)[O-]	16%
CCCCOC(=O)c1ccc(NC(=O)COC(=O)c2ccc3ncsc3c2)cc1	4%
Cc1ccc(C(=O)NC2CCC(C)CC2)o1 (stereo unspecified)	-2%

2 entries drawn at random from the list so far, as already listed:
SMILES	L3MBTL1 inh
Cc1ccc(C(=O)NC2CCC(C)CC2)o1 (stereo unspecified)	-2%
O=C(NCCC(=O)N1CCN(c2ccccc2F)CC1)c1ccco1	-3%

(listing goes on)
SMILES	L3MBTL1 inh
CCC1Nc2ncnc(N3CCCCC3)c2N(Cc2ccc(C)cc2)C1=O (stereo unspecified)	-3%
Cc1ccccc1C(=O)N1CCC(C(=O)NN2C(=O)NC3(CCCCC3)C2=O)CC1	1%
COCCN1C2=C(C(=O)CC(C)(C)C2)C(c2ccc(O)c(OC)c2)C2=C1CC(C)(C)CC2=O	0%
O=C(CN1C(=O)NC(CCc2ccccc2)C1=O)Nc1cccc(Br)c1 (stereo unspecified)	5%
Cc1ccc(NC(=O)CN2CCN(S(=O)(=O)c3ccc(F)cc3)CC2)cc1C	0%
CCN(C(=O)/C=C/c1ccc(OC)cc1)C1CCCCC1	4%
Cc1ccc(CC(=O)OC(C)C(=O)NC2CCCCC2C)cc1C (stereo unspecified)	9%
O=C(NCCCN1CCOCC1)c1cccc(NS(=O)(=O)c2ccc(Br)cc2)c1	-1%
CC1CCCC(NC(=O)COC(=O)/C=C/c2ccc(F)cc2)C1C (stereo unspecified)	0%
CNC(=O)c1c(NC(=O)c2ccco2)sc(C)c1C	1%
COc1ccc(Cl)cc1NC(=O)CN(C)C(=O)C1COc2ccccc2O1 (stereo unspecified)	1%
CC(Sc1ncccn1)C(=O)Nc1ccc2c(c1)OCO2 (stereo unspecified)	-23%
Cc1ccc(NC(=O)COC(=O)C2=NNC(=O)CC2)c(Br)c1	29%
CCN1CCN(CCOCCOc2ccccc2)CC1	-19%
CC(C)(C)C(C(=O)n1cccc1C#N)c1ccccc1 (stereo unspecified)	15%
CC1CCCN(C(=O)COC(=O)CNS(=O)(=O)c2ccc3ccccc3c2)C1 (stereo unspecified)	24%
Cc1ccnc(SCC(=O)Nc2cccc(S(=O)(=O)N3CCOCC3)c2)n1	-2%
O=C(Nc1ccccc1Cl)C1CC(=O)N(Cc2ccco2)C1 (stereo unspecified)	-3%
CN(C)c1ccc(C(CNS(=O)(=O)c2cccc([N+](=O)[O-])c2)N2CCOCC2)cc1 (stereo unspecified)	-1%
O=C(CSc1nnc(C2CC2)n1-c1ccccc1)NC1CCS(=O)(=O)C1 (stereo unspecified)	1%
O=C(CSc1nnc(Nc2ccccc2)s1)NCC1CCCO1 (stereo unspecified)	-4%
O=C(NNC(=O)c1cc(Br)c(Br)s1)c1csc(N2CCOCC2)n1	9%
COc1ccc(C(=O)Nc2ccccc2N2CCOCC2)cc1S(=O)(=O)N1CCCC1	1%
CCOC(=O)C1=C(COC(=O)CCOc2ccc(OCC)cc2)NC(=O)NC1C (stereo unspecified)	-1%
CSCCC(NC(=O)c1ccc(Cl)c([N+](=O)[O-])c1)C(=O)N1CCN(C/C=C/c2ccccc2)CC1 (stereo unspecified)	-15%
SMILES	L3MBTL1 inh
COCCn1c(SC(C)C(=O)NCC2CCCO2)nc2sc3c(c2c1=O)CCC3 (stereo unspecified)	-24%
CN(C)S(=O)(=O)c1cc(NC(=O)CSc2cccc[n+]2[O-])ccc1Cl	-4%
COc1cccc(C(=O)NNC(=O)CCN2CCN(c3ccccc3)CC2)c1	1%
O=C(COC(=O)c1ccc(S(=O)(=O)N2CCOCC2)cc1)NCc1ccccc1	0%
COc1ccc(Nc2nnc(SCC(=O)NC3CCS(=O)(=O)C3)s2)cc1 (stereo unspecified)	6%
O=C(Nc1cc(S(=O)(=O)N2CCOCC2)ccc1N1CCOCC1)c1cccs1	5%
COc1ccc2c(c1)OC[C@H]1[C@H]2N2C(=O)[C@H](C)NC(=O)[C@@]2(C)[C@H]1c1ccccc1	3%
O=[N+]([O-])c1ccc(OCc2n[nH]c(=S)n2-c2ccccc2)cc1	-7%
CCOc1ccc(/C=C(\C(=O)O)c2ccc(S(=O)(=O)N3CCCCC3)s2)cc1OC	-5%
Cc1ccc(C)c(Oc2ccc(S(=O)(=O)N3CCN(C)CC3)cn2)c1	3%
O=C(CNC(=O)c1ccc2c(c1)OCO2)NCc1cccs1	5%
Cc1ccc(C)c(OCCC(=O)NNC(=O)c2cc(C)oc2C)c1	-2%
CCCCn1c(N)c(N(CCOC)C(=O)CN(C)CC(=O)Nc2ccc(Cl)c(Cl)c2)c(=O)[nH]c1=O	1%
CC(OC(=O)c1ccc(NC(=O)CC#N)cc1)C(=O)NCCC1=CCCCC1 (stereo unspecified)	0%
COc1ccc2nc(-c3ccccc3)cc(C(=O)OCC(=O)NC3CC3)c2c1	10%
O=C(COc1ccccc1)Nc1cccc(-c2ccc(N3CCOCC3)nn2)c1	-1%
Cc1ccc(C)c(OC(=O)C2CSC3(C)CCC(=O)N23)c1C (stereo unspecified)	1%
CCOC(=O)N1CCN(C(=O)COC(=O)CNC(=O)c2ccc(OCC)c(OCC)c2)CC1	-4%
CN(CC(=O)Nc1sccc1C(N)=O)S(=O)(=O)c1ccc(Cl)cc1	-8%
COc1ccc(OC)c(CN2CCN(C(=O)CCNC(=O)c3ccc(Br)cc3)CC2)c1	-2%
O=C(CSc1nc2ccccc2c(=O)n1CCCN1CCOCC1)Nc1ccc(Br)cc1	-2%
C=CCn1c(=N)n(CC(=O)c2ccccc2)c2ccccc21	1%
Cc1c(NC(=O)C(C)OC(=O)c2cccnc2Cl)c(=O)n(-c2ccccc2)n1C (stereo unspecified)	-3%
CCc1ccc(C(=O)COC(=O)C2CCN(c3ccc(C(F)(F)F)cn3)CC2)cc1	1%
CN1CCC(N(C)C(=O)c2ccc(Cl)c(S(=O)(=O)N3CCOCC3)c2)CC1	-5%
SMILES	L3MBTL1 inh
COc1cccc(CCC(=O)Nc2cc3c(cc2C(=O)O)OCCCO3)c1OC	10%
CCCCCc1nnc(NC(=O)c2cccc(S(=O)(=O)N3CCOCC3)c2)s1	8%
COc1ccc(CC(=O)N(Cc2ccccc2)c2ccc(C)cc2)cc1S(=O)(=O)N1CCOCC1	-1%
Cc1cccc(NCc2ccc(N(C)C)cc2)n1	?
Nc1ncnc2c1ncn2[C@@H]1O[C@H](CN2CCCS2(=O)=O)[C@@H](O)[C@H]1O	3%
Cc1ccc(C)c(NC(=O)CCN2CCCC(C)C2)c1 (stereo unspecified)	12%
O=C(CCc1nc2ccccc2c(=O)[nH]1)NNC(=O)COc1ccc(Br)cc1	-3%
COc1ccccc1NC(=O)C(=O)NCCCN1CCCC1=O	4%
Oc1ccc(/C=N/n2c(-c3ccccc3)n[nH]c2=S)cc1Br	-6%
CCOC(=O)C1=C(COC(=O)[C@@H](NC(=O)c2cccc(C)c2)C(C)C)NC(=O)NC1C (stereo partly specified)	6%
O=C(CSc1ccc(S(=O)(=O)N2CCCCC2)cn1)Nc1ccccc1Br	0%
